# Salmonella PhoP GFP: inhibitors of PhoP regulon expression, primary screen, Salmonella Typhimurium, GFP reporter (AID 1863); S. Typhimurium PhoP-regulated promoter GFP reporter, 4 h; higher % means a stronger effect; one-dose inhibition, % at 50 µM; IC50 in µM for titrated hits; actives 0.16% (n = 300,000);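 active = inhibition over 29.93%, a cutoff 3 SD above the screen mean, later confirmed by dose response; inconclusive = inhibition over 29.93% but no dose response follow-up; inactive = inhibition at most 29.93% or unconfirmed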;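 note: 0% = low Mg2+ inducing control and 100% = high Mg2+ repressing control; strong numbers were not always called active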
# SV40 large T antigen: SV40 large T antigen inhibitors, biochemical (AID 1903); SV40 large T antigen ATPase/helicase inhibition assay; higher % means a stronger effect; actives 0.39% (n = 310,000); inhibition, % at 20 µM; hits with a dose series show IC50 in µM; in the data active = a potency from the dose series; inconclusive = inhibition mostly from about 32% at the one dose, without a potency; inactive = the rest, 99 in 100 with inhibition below about 32%; note: strong numbers were not always called active
# ER stress rescue: rescue of cells from ER stress-induced death, primary screen, 384-well, CSM14.1, thapsigargin, ATP luminescence (AID 1222) | CSM14.1 thapsigargin-induced death rescue, ATP luminescence; higher % means a stronger effect | 190,000 tested, under 10 active | one-dose cellular ATP content (survival), % at 20 µM; EC50 in µM for titrated hits;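 active = EC50 below 50 µM in the dose-response confirmation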;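 note: death triggered by thapsigargin at about 15 µM added after 2 h compound pretreatment; cell ATP read after overnight thapsigargin exposure of roughly 18 to 22 hours; normalized against plate controls of thapsigargin alone and 5% DMSO vehicle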
# RSV CPE inhibition: RSV antiviral activity via CPE protection, HEp-2 cells, primary 10 µM value included (AID 2391). HEp-2 cells, RSV-induced CPE inhibition; higher % means a stronger effect. CPE inhibition, % at 10 µM, or IC50 in µM where a hit was titrated. actives 0.13% (n = 310,000); in the data active = a potency from the dose series; inconclusive = CPE inhibition mostly from about 23% at the one dose, without a potency; inactive = the rest, 99 in 100 with CPE inhibition below about 21%; note: strong numbers were not always called active
# West Nile antiviral: West Nile virus antiviral activity, cell-based, CPE readout (AID 1621); West Nile virus-infected cells, CPE inhibition; higher % means a stronger effect; CPE inhibition, % at 10 µM, or IC50 in µM where a hit was titrated; actives 0.02% (n = 290,000); in the data active = a potency from the dose series; inconclusive = CPE inhibition mostly from about 3.7% at the one dose, without a potency; inactive = the rest, 99 in 100 with CPE inhibition below about 2.2%; note: strong numbers were not always called active
# PMI inhibitors: inhibitors of human PMI, primary screen, biochemical, fluorescence intensity, coupled assay (AID 1209); Mannose-6-phosphate isomerase (Homo sapiens); inhibition, % at 20 µM, or IC50 in µM where a hit was titrated; actives 0.42% (n = 190,000); purified PMI enzyme, coupled fluorescence intensity; higher % means a stronger effect;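 note: plate controls were DMSO vehicle for no effect and wells lacking substrate for full effect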
# human PMI inhibitors: human PMI inhibitors, high substrate, primary screen, biochemical, fluorescence intensity, high mannose 6-phosphate (AID 1220); actives 0.66% (n = 190,000); recombinant PMI enzyme, coupled fluorescence intensity; higher % means a stronger effect; Mannose-6-phosphate isomerase (Homo sapiens); inhibition, % at 20 µM; hits with a dose series show IC50 in µM
# TNAP activators: human TNAP enzyme activators, primary screen, biochemical, luminescent, no phosphate acceptor, uHTS (AID 1001). purified TNAP, luminescent activation assay, no phosphate acceptor; higher activation fold means a stronger effect. activation fold at 20 µM, or EC50 in µM where a hit was titrated. actives 0.03% (n = 200,000). Alkaline phosphatase, tissue-nonspecific isozyme (Homo sapiens); in the data active = activation fold from about 3, or a potency from the dose series; inactive = the rest, 99 in 100 with activation fold below about 1.6; note: many of its hits are not listed in these tables
# Ins promoter up: insulin promoter activators in MIN6 cells, imaging, high-content screening, mouse beta cells | actives 0.3% (n = 190,000) | MIN6 insulin promoter-GFP reporter; hits give high values | z-score at 5 µM;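 active = z-score above 3 at 5 µM with at least 500 cells counted in the well; inconclusive = wells under 500 cells, flagged as cytotoxic or low count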
# Ins promoter up cell count: recorded beside Ins promoter up, whose call it bears; cell count; measured here: cytotoxicity, nuclei count;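 total cells summed across four imaged fields per well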
# Active calls of the source: *; ? = inconclusive; / = not tested or not shown. Cut-off read from the data, not from the text of the source, unless noted: active = inhibition above about 50%; inactive = the rest.
SMILES	Ins promoter up cell count	ER stress rescue	human PMI inhibitors	TNAP activators	Ins promoter up	Salmonella PhoP GFP	SV40 large T antigen	PMI inhibitors	RSV CPE inhibition	West Nile antiviral
CC(C)NC(=O)NC(=O)CSc1nnc(COc2ccccc2F)n1C(C)C1CC2CCC1C2 (stereo not given)	981	-0.5%	14.2%	1	-0.98	0.3%	12.1%	23.1%	-4.0%	-0.4%
COc1ccc(N2CCN(C(=S)Nc3ccc(C)cc3C)CC2)cc1	1518	0.2%	7.8%	1.1	0.12	/	/	11.5%	1.2%	-0.7%
O=C(c1ccccc1)N1CCN(c2ccc(NCc3ccc4c(c3)OCO4)cc2)CC1	1834	/	26.8%	1.1	1.44	7.2%	>100µM*	32.0%	4.8%	0.6%
CC1CCC2(CC1)SCC(=O)N2c1ccccc1 (stereo not given)	1303	-1.3%	10.3%	1	-0.21	8.9%	1.7%	3.0%	2.0%	0.1%
O=C(N/N=C/c1ccccc1C(=O)O)c1cccc(S(=O)(=O)Nc2cc(Cl)ccc2Cl)c1	870	/	/	/	0.13	-8.1%	11.7%	/	5.0%	0.3%
O=C(NCc1cn(-c2ccccc2)nc1-c1ccccc1)c1cccc([N+](=O)[O-])c1	/	-1.5%	2.5%	1.1	/	5.7%	9.1%	13.2%	?	-1.1%
OCCCc1nc2n(n1)C(c1ccccc1)C=C(c1ccccc1)N2 (stereo not given)	922	0.5%	-12.3%	0.8	-0.14	2.9%	2.4%	-18.8%	2.1%	-0.2%
CCc1nnc(NC(=O)CSc2nnc3c(C)cc4c(C)ccc(C)c4n23)s1	1335	1.2%	2.3%	1	0.15	0.2%	-0.5%	1.9%	0.2%	-0.5%
O=C(Nc1cccc(S(=O)(=O)N2CCCCC2)c1)c1ccc([N+](=O)[O-])o1	969	-4.6%	2.3%	1.2	0.09	-11.3%	3.3%	1.5%	8.0%	-0.7%
Cc1onc(-c2c(Cl)cccc2Cl)c1C(=O)Nc1ccc(C(N)=O)cc1	/	/	/	/	/	-0.1%	6.6%	/	2.1%	-0.7%
COc1cccc(CNC(=O)c2ccccc2NC(=O)C2=C(C)OCCS2)c1	/	/	/	/	/	-2.1%	7.9%	/	0.7%	0.5%
COc1ccc(Oc2nc3ccccc3n(C)c2=O)cc1	1739	-0.7%	4.7%	1.1	-0.15	2.2%	1.6%	7.8%	1.8%	0.1%
Cc1onc(-c2c(Cl)cccc2Cl)c1C(=O)NN1CCCCCC1	1464	/	/	/	-0.35	-2.3%	5.4%	/	0.1%	-0.2%
COc1ccccc1NS(=O)(=O)c1ccc2[nH]c(=O)[nH]c2c1	/	/	/	/	/	-22.8%	-11.9%	/	0.3%	0.1%
Cc1ccc(OCC(=O)N2c3ccccc3CC2C)c([N+](=O)[O-])n1 (stereo not given)	1259	2.8%	-3.4%	1	-0.64	-2.1%	9.1%	-10.4%	0.0%	-0.7%
Cc1ccc(-c2nc(S(=O)(=O)c3ccc(C)cc3)c(SCC(=O)NCC3CCCO3)o2)cc1 (stereo not given)	/	/	/	/	/	-5.9%	7.6%	/	4.5%	-0.1%
Cc1noc(NS(=O)(=O)c2ccc(NC(=O)CSc3nc4c(cc3C#N)CCCC4)cc2)c1C	934	-0.8%	-6.2%	1.1	-0.71	6.8%	4.8%	-17.2%	0.7%	0.1%
Fc1ccc(NC(=S)N2CCN(c3ncccn3)CC2)cc1	1467	-0.9%	-5.1%	1.1	0.61	8.5%	4.6%	0.6%	4.8%	-0.2%
CCN(CC)C(=O)c1sc(NC(=O)c2ccc3c(c2)OCO3)c(C(N)=O)c1C	/	/	/	/	/	-6.7%	5.0%	/	5.1%	0.3%
COc1ccc(C2c3c(oc4ccc(C)cc4c3=O)C(=O)N2c2cc(C)ccn2)cc1OC (stereo not given)	1923	-2.4%	23.6%	1	0.56	-5.7%	7.5%	30.5%	/	-0.3%
CCN1CCN(CCNC(=O)CS(=O)(=O)Cc2nc(-c3ccc(C)cc3)oc2C)CC1	936	0.9%	6.8%	1	-0.96	-4.0%	5.0%	-9.4%	-1.1%	-0.3%
COc1ccc(S(=O)(=O)Nc2cc(Sc3ncn[nH]3)c(O)c3ccccc23)cc1	/	-2.6%	72.4%*	0.7	?	?	?	98.7%*	/	/
COc1cc([N+](=O)[O-])ccc1NC(=O)CCS(=O)(=O)c1ccc2c(c1)n(C)c(=O)c(=O)n2C	/	/	/	/	/	-7.9%	6.4%	/	0.3%	1.0%
O=C(c1cccs1)N1CCN(c2cc(Cl)ccc2Cl)CC1	/	/	/	/	/	-1.0%	19.6%	/	2.2%	-1.0%
CCOC(=O)N/N=C/c1c(F)c(F)c(F)c(F)c1F	1224	-2.7%	-0.5%	1.1	0.79	10.1%	4.6%	-2.4%	1.9%	0.0%
COCCNC(=O)c1ccc(N2CC3CC(C2)c2cccc(=O)n2C3)c(NC(=O)c2ccc(Br)o2)c1 (stereo not given)	/	/	/	/	/	8.1%	16.9%	/	0.3%	1.1%
CC(=O)CCC1C2C(O)C(C(C)C)C(OC(=O)/C=C/c3ccccc3)CC12C (stereo not given)	890	/	/	/	0.88	-0.5%	10.1%	/	2.0%	-0.6%
CC1(C)CC(OC(=O)c2ccco2)CC(C)(C)N1O	1577	0.7%	-7.2%	1	0.33	-20.8%	5.6%	-5.9%	0.4%	1.1%
CCn1c(=N)c(C(=O)NC)cc2c(=O)n3cccc(C)c3nc21	964	1.3%	1.8%	1.1	0.68	/	/	2.5%	/	/
CCn1c2ccccc2c2cc(NC(=O)CSc3nnc(-c4ccc(OC)c(OC)c4)n3N)ccc21	1575	4.2%	-2.3%	1.1	-0.93	-7.1%	-4.4%	0.5%	39.7%	0.9%
C#CCOCCOCCOCCNc1nc(N2CCN(C(=O)[C@H]([C@@H](C)O)n3cc(CCCCN)nn3)CC2)nc(N2CCN(C(=O)[C@H]([C@@H](C)CC)n3cc(CCCN=C(N)N)nn3)CC2)n1	/	-3.7%	-28.4%	1.1	?	6.9%	10.9%	-20.3%	0.9%	0.5%
CC1(C)C(=O)OC(c2cccs2)C(C)(C)C1=O (stereo not given)	1526	-1.0%	-2.9%	1.1	0.08	9.6%	0.0%	-3.3%	0.1%	-0.3%
CC1CCCCN1C(=O)Cn1c(=O)oc2cc(S(=O)(=O)N3CCCCC3)ccc21 (stereo not given)	/	/	/	/	/	-8.1%	10.0%	/	1.8%	0.2%
Cc1cc(OC(C)C(=O)N2CCN(c3ccc(F)cc3)CC2)c2c(C)cc(=O)oc2c1 (stereo not given)	/	/	/	/	/	-8.6%	1.9%	/	3.1%	-0.2%
CC1(C)CC(=O)C2=C(C1)Nc1ccccc1N=C2	1119	-1.9%	-16.2%	0.9	-0.68	-7.5%	20.9%	-20.3%	1.9%	1.7%
COc1ccccc1N1CCN(CC(=O)c2c(C)[nH]c3ccccc23)CC1	/	0.7%	8.1%	1.1	/	-0.3%	10.6%	7.5%	1.8%	-0.6%
O=C(COC(=O)c1ccc(N2CCCC2=O)cc1)c1ccccc1	/	/	/	/	/	-5.7%	9.4%	/	3.9%	-0.2%
O=C(Nc1ccccc1)N1CCN(Cc2ccc3c(c2)OCO3)CC1	822	2.4%	-8.4%	1.2	0.24	2.1%	4.6%	-1.3%	1.2%	-0.4%
CCc1nc2nc(C)c(NS(=O)(=O)c3ccc(C)c(C)c3)c(=O)n2[nH]1	/	/	/	/	/	-0.3%	4.2%	/	4.7%	0.9%
COc1cc2c(cc1OC)C(COc1ccc(F)cc1)N(C(=O)c1ccco1)CC2 (stereo not given)	1817	-2.2%	6.1%	1.1	-0.69	1.0%	-1.9%	9.3%	/	1.4%
COc1ccc(/C(O)=C2\C(=O)C(=O)N(CCN(C)C)C2c2cc(OC)c(OC)c(OC)c2)c(C)c1 (stereo not given)	825	1.7%	-55.4%	1.1	0.46	10.3%	5.0%	-21.3%	1.2%	0.1%
Fc1cccc(-n2c(-c3ccco3)nc3nc4ccccc4nc32)c1	1202	-2.7%	-10.3%	1	-0.57	-0.2%	11.6%	-10.5%	-0.1%	0.5%
Cc1ccoc1C(=O)N1CCCCC1C(=O)O (stereo not given)	1280	14.7%	-4.8%	1.1	-0.65	3.0%	10.7%	-6.3%	1.1%	-0.1%
COc1ccc(CCNC(=O)CSc2nc(O)c(C(C)C)c(=O)[nH]2)cc1OC	1215	0.8%	1.3%	1.1	0.15	-2.5%	3.6%	6.6%	0.3%	1.0%
CCN(C(=O)COC(=O)c1ccc(OC)c(S(=O)(=O)N2CCCc3ccccc32)c1)C1CCS(=O)(=O)C1 (stereo not given)	1330	0.1%	0.7%	1.1	0.34	0.5%	5.4%	-4.8%	1.6%	0.2%
CCOC(=O)CSc1nnc(CNC(=O)c2ccc(OC)cc2)n1C1CCCCC1	1645	-1.2%	1.8%	1	-0.12	7.5%	8.5%	-9.8%	2.2%	0.0%
CC(C)OC(=O)Nc1ccc(-c2ccc(NC(=O)OC(C)C)cc2Cl)c(Cl)c1	936	/	/	/	-1.04	8.4%	-0.3%	/	2.5%	0.0%
COCCCNC(=O)/C=C/c1ccc(Cl)cc1Cl	1576	-2.9%	2.2%	1.1	-0.16	-3.4%	-2.2%	10.6%	2.3%	-0.2%
CN=C1SC(CC(=O)Nc2ccccc2F)C(=O)N1C (stereo not given)	1870	-4.0%	12.5%	1	0.99	5.5%	-2.1%	9.9%	1.2%	-0.2%
COc1cccc(NC(=O)CN2C(=O)CSc3ccc(S(=O)(=O)N4CCCCC4)cc32)c1	/	/	/	/	/	7.5%	0.4%	/	-0.1%	-0.1%
COc1ccccc1-c1cc(C(=O)N/N=C/C=C/c2ccccc2[N+](=O)[O-])c2ccccc2n1	909	2.2%	13.0%	1	-1.59	-9.1%	7.8%	5.3%	13.0%	0.7%
COc1ccc(CCNC(=O)c2cc(=O)c3cc(C)ccc3o2)cc1OC	/	/	/	/	/	5.8%	3.7%	/	4.0%	-0.2%
Cc1cccc(-c2nc(C)cc(=O)[nH]2)c1	1268	/	/	/	0.86	-6.2%	8.1%	/	0.8%	-0.4%
O=C(CSc1nncn1-c1ccccc1)Nc1cccc(S(=O)(=O)N2CCCCC2)c1	1219	-2.5%	-9.6%	1	1.44	-8.6%	2.0%	-14.4%	0.2%	0.8%
CC(C)(C)C1COc2ccccc2N1C(=O)c1ccccc1Cl (stereo not given)	/	/	/	/	/	-2.8%	10.0%	/	6.2%	-0.3%
CN1CC(=O)N(CC(=O)N2CCC(Cc3ccccc3)CC2)C1=O	1153	-0.7%	-3.5%	1.1	0.52	1.7%	10.7%	-12.4%	1.6%	0.2%

# Screens: PubChem, several laboratories
